# Screens as filed in PubChem BioAssay.
# FUS suppressor: rescues growth of FUS-expressing yeast; AID 1347120; hit rate 0.24% among 390,000; Potency, µM (top dose mostly 76.6 µM), without a hit: at the highest dose growth rescue (activation), hits mostly activators; S. cerevisiae FUS-expressing, growth rescue, OD600, 24 h;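 note: potency is the fitted concentration of half-maximal effect; plate controls were DMSO vehicle for no effect and reference control for full effect; nearly all actives have a fitted effect of over 55% in size; some results filed as inactive show a strong effect at the top dose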
#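 Yeast FUS proteinopathy model; galactose-induced FUS (2%), starting OD 0.005. Cpds in dilution series, 24hr, 30C, 99% humidity. Abs 600 nm growth. Pos ctrl CP55940 (top 92uM final); neg ctrl DMSO.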
# EPAC2 ag: agonists of human EPAC2 (RAPGEF4) | hit rate 0.079% among 360,000 | Q8WZA2 | EPAC2 activation, biochemical qHTS; response scale: 100% = 6.5 mM cAMP response | Potency, µM (doses to about 154 µM), for the others: top-dose activation, hits mostly activators; note: potency is the fitted concentration of half-maximal effect; nearly all actives have a fitted effect of over 50% in size
#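 In this primary screen, activation is scored as increased exchange of BODIPY-GDP from Rap1B by 100 nM EPAC2, with 50 uM GDP as competitor. Signal is normalized to the 6.5 mM cAMP agonist control.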
# EPAC2 antagonist: blocks human EPAC2 exchange factor; Potency, µM (top dose mostly 114 µM), for the others: at the top dose activity, negative = inhibition, usual class: inhibitors; hit rate 0.18% among 360,000; EPAC2 GEF exchange of Rap1B-BODIPY-GDP, fluorescence; AID 720708; Q8WZA2; note: potency is the fitted concentration of half-maximal effect; % is set by controls: 0 for no effect and ±100 for the full control effect; nearly all actives have a fitted effect of over 45% in size; many of its hits are not listed in these tables
# TDP-43 yeast inh: inhibitors of TDP-43 toxicity in yeast; TDP-43 expressing yeast growth rescue, BacTiter-Glo, 24 h; Potency, µM (titrated, usually from 46.1 µM), for the others: at the highest dose growth rescue (activation), actives largely listed as activators; hit rate 1.8% among 410,000; AID 652104; note: potency is the fitted concentration of half-maximal effect; % of control where 0% means no effect; nearly all actives have a fitted effect of over 50% in size
#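 Galactose-induced TDP-43 yeast, OD600=0.02, compound pinned; 24 hr, 30 deg C; BacTiter-Glo luminescence for growth. Inhibitors of TDP-43 toxicity read as activators.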
# Abeta yeast res: restores growth of yeast expressing A-beta42 peptide; Potency, µM (top dose mostly 46.1 µM), without a hit: at the top dose growth rescue, hits mostly activators; AID 1347071; yeast expressing A-beta42, growth rescue, OD600, 48 h; response scale: 0% DMSO, 100% iron-clioquinol control; hit rate 0.063% among 410,000; note: potency is the fitted concentration of half-maximal effect; nearly all actives have a fitted effect of over 55% in size
#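 Yeast A-beta toxicity model in growth medium with pinned compounds, 48 h at 30 C; growth read as absorbance at 600 nm. Normalized to FeCl3/clioquinol equimolar mix (positive) and DMSO (negative).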
# aSyn rescue: inhibitors of alpha-synuclein toxicity in yeast; Yeast expressing alpha-synuclein, growth rescue, BacTiter-Glo, 24 h; Potency, µM (top dose mostly 46.1 µM), for the others: at the top dose growth rescue (activation), most hits filed as activators; hit rate 0.14% among 370,000; note: potency is the fitted concentration of half-maximal effect; % of control where 0% means no effect; nearly all actives have a fitted effect of over 65% in size
#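 Galactose-induced alpha-syn yeast (OD600=0.02, raffinose-pregrown) + pinned cpd, 24 hr, 30 deg C; growth by BacTiter-Glo luminescence. Growth restoration scores as activation.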
# D3 ag: activates the human D3 dopamine receptor. max activation, %. hit rate 0.58% among 410,000. D3R DiscoveRx beta-arrestin cells, luminescence, 90 min. P35462; in the data active = max activation above about 30%; note: 0% is about no effect; mostly tested at two doses, the higher about 12 µM
# Target sequence (P35462 whole entry, looked up): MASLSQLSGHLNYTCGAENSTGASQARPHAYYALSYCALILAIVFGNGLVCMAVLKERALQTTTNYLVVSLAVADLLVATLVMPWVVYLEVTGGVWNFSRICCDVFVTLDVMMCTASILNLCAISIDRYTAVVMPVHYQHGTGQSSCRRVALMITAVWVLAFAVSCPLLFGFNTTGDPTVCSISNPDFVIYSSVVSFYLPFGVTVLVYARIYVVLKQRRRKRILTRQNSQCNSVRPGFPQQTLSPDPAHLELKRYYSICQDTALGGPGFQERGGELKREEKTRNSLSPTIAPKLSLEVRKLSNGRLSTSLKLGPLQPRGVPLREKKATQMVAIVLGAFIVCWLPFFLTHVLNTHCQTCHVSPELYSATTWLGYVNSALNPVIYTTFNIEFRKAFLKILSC
#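 Cells at 1500/well, incubated overnight, then treated with pinned compounds (dopamine as control) for 90 min at 37 degrees C. DiscoveRx reagent added for 30 - 60 minutes at room temperature; luminescence read.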
# D3 antag: D3 dopamine receptor (human) antagonism; D3R cells, DiscoveRx beta-arrestin luminescence, antagonist mode; hits give low values; max response, negative = inhibition, %; hit rate 2.5% among 360,000; AID 652054; in the data active = max response below about -50%; inconclusive = no clear call, values can overlap the other calls; note: % is set by controls: 0 for no effect and ±100 for the full control effect; mostly tested at two doses, the higher about 12 µM
#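 Cells plated overnight at 1500 cells/well, then exposed to library compounds with dopamine controls for 90 minutes at 37 degrees C. DiscoveRx reagent added for 30–60 minutes at room temperature; luminescence read, quantitative HTS format.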
# * marks the source's active call; other numbers are inactive results; ? = inconclusive; · = no result given; & = joins results of further samples; [ ] = remark or other dose. Unless noted, calls come from the whole dose curve; as a rule, active = well fitted curve in the direction sought with a large enough effect; inconclusive = small, poorly fitted or top-dose-only effect, or another doubt; inactive = no such curve, though single readings can be large; an effect the other way counts as inactive or inconclusive. The list is partial (hit frequency here may not be typical).
Compound	FUS suppressor	EPAC2 ag	EPAC2 antagonist	TDP-43 yeast inh	Abeta yeast res	aSyn rescue	D3 ag	D3 antag
c1ccc(Cn2nnc3c(N4CCCCCC4)ncnc32)cc1	2%	11%	-8%	?	-3%	-6%	8	9
CCCCn1c(N)c(N(CC(C)C)C(=O)c2cc(C)oc2C)c(=O)[nH]c1=O	16%	10%	11%	-27%	-10%	1%	-2	1
O=C1c2ccccc2CN1CCSC(=S)N1CCOCC1	·	-2%	2%	12%	6%	2%	-2	?
O=C(c1cccs1)N1CCN=C1SCc1ccc(F)cc1	10%	11%	-14%	?	7%	2%	0	-2
O=C1N/C(=N\N=C\c2cccs2)SC1Cc1cccc(Cl)c1Cl (stereo not given)	-22%	0%	14%	-3%	15%	0%	-2	0
O=C(Nc1cc(F)ccc1F)c1cc2nc(-c3ccco3)cc(C(F)(F)Cl)n2n1	5%	·	·	18%	-10%	·	3	·
CCCNC(=O)NC1C(NC(=O)NCCC)N(C)C(=O)N1C (stereo not given)	-13%	3%	-6%	-22%	2%	-2%	1	-8
COc1ccc(-c2c(C#N)c(SCC(=O)Nc3ccc(C)cc3)nc(C)c2C(=O)Nc2ccccc2)cc1	38%	·	·	24%	-9%	·	-3	·

Compound	FUS suppressor	EPAC2 ag	EPAC2 antagonist	TDP-43 yeast inh	Abeta yeast res	aSyn rescue	D3 ag	D3 antag
COC(=O)[C@H](CCSC)NC(=O)Cn1cc(C)c(=O)[nH]c1=O	-29%	15%	15%	15%	-8%	12%	16	-5
CC1(C(=O)NS(=O)(=O)c2ccccc2Cl)CCN1C(=O)C1(c2ccc(Cl)cc2)CCC1 (stereo not given)	20%	-4%	?	13µM*	11%	0%	1	?
CCOC(=O)c1ccc(N2C(=O)c3n[nH]c(-c4ccco4)c3C2c2cccc(OC)c2)cc1 (stereo not given)	?	·	·	18%	-7%	·	-6	·
CCCCN=C1NC(=O)C(CC(=O)NCCc2ccc(OC)cc2)S1 (stereo not given)	8%	0%	2%	9%	-5%	-1%	-5	-6
CC(NC(=O)C(=O)N1CCCCC1)C(c1cccs1)N1CCN(C)CC1 (stereo not given)	-27%	4%	-9%	5%	0%	-6%	-4	1
Cc1cc(NS(=O)(=O)c2ccc3oc(=O)c4ncn(C)c4c3c2)ccc1Br	16%	·	·	11%	-26%	·	-15	·
Cc1onc(-c2ccccc2Cl)c1C(=O)N1CCc2ccccc2C1	19%	9%	-1%	23%	13%	18%	-2	2
Cc1ccc(OCC(=O)Nc2ccc(Cl)cc2)c(-n2nc3ccccc3n2)c1	-19%	3%	-5%	-14%	12%	5%	-35	-8

Compound	FUS suppressor	EPAC2 ag	EPAC2 antagonist	TDP-43 yeast inh	Abeta yeast res	aSyn rescue	D3 ag	D3 antag
COCCn1cc(C(=O)N2CCC(C)CC2)c2c3ccccc3n(C)c2c1=O	28%	7%	7%	-6%	-4%	0%	-54	-1
O=C(Nc1ccc(C(=O)O)cc1)/C(=C\c1ccc2c(c1)OCO2)NC(=O)c1ccccc1Cl	-30%	4%	5%	12%	8%	?	1	-3
COc1ccc(-c2noc(CCC(=O)N3CCN(c4ccc(F)cc4)CC3)n2)cc1	-15%	-5%	-7%	14%	-3%	1%	-3	16
O=C(CN1C(=O)NC2(CCSC2)C1=O)NCc1ccccc1 (stereo not given)	-3%	-2%	2%	0%	-4%	-9%	3	7
Cc1cccc(OCCCC(=O)Nc2ccc(N3CCCCC3)cc2)c1C	11%	11%	-4%	-20%	-12%	-3%	-5	-6
CNc1cc(-n2nc(C)cc2-c2ccccc2)ncn1	6%	-2%	-3%	-7%	7%	-3%	-6	0
Cn1cnc(S(=O)(=O)Nc2ccc3c(c2)OCCO3)c1	-1%	4%	1%	-9%	3%	0%	6	2
CC1=C(C(=O)Nc2ccccc2)C(c2ccc(O)cc2)n2nc(-c3ccc(Cl)cc3)nc2N1 (stereo not given)	17%	·	·	14%	-5%	·	-11	·

Compound	FUS suppressor	EPAC2 ag	EPAC2 antagonist	TDP-43 yeast inh	Abeta yeast res	aSyn rescue	D3 ag	D3 antag
O=C(COC(=O)c1cc[n+]([O-])cc1)Nc1ccc([N+](=O)[O-])cc1Cl	34%	-1%	8%	-11%[0.397 µM]	0%	-2%	-11	4
Cc1cc2[nH]c(=O)c(=O)[nH]c2cc1S(=O)(=O)N1CCN(c2ccccc2F)CC1	-6%&-16%	-6%	1%	10%&21%	-5%&7%	-7%	5&7	0
CC1CCC(C(C)C)C(OC(=O)CSc2nnc(N)s2)C1 (stereo not given)	-4%	-20%	-14%	21%	-1%	2%	1	-6
CCc1ccccc1NC(=O)CC(O)(C(=O)OC)C(F)(F)F (stereo not given)	-1%	2%	-1%	-6%	-3%	-1%	-18	-24
Cc1ccc(NC(=O)C2C3C=CC4(O3)C2C(=O)N(CCCN2CCOCC2)C4C(=O)NC2CCCCC2)cc1Cl (stereo not given)	10%	15%	4%	-13%	5%	0%	-6	-11
CN(Cc1cccs1)C(=O)COc1ccc(-c2nnco2)cc1	4%	1%	3%	0%	26%	6%	-4	3
COc1ccc2nc(C)cc(Nc3ccc(C)cc3)c2c1	-2%	-4%	-3%	11%	1%	2%	-5	13
CC1(c2ccccc2)NC(=O)N(CC(=O)N(CC(=O)Nc2ccccc2C(F)(F)F)Cc2ccco2)C1=O (stereo not given)	12%	-2%	0%	5%	-6%	0%	5	12

Compound	FUS suppressor	EPAC2 ag	EPAC2 antagonist	TDP-43 yeast inh	Abeta yeast res	aSyn rescue	D3 ag	D3 antag
Nc1ccc(S(=O)(=O)Nc2nccs2)cc1	-25%	6%	13%	-24%	3%	-1%	-11&-5	0
CCNCc1ccc(OCc2cccs2)c(OCC)c1	-24%	0%	17%	7%	-4%	-2%	-2	-1
CCCCCn1c(CN2CCN(Cc3ccccc3)CC2)nc2c1c(=O)n(C)c(=O)n2C	2%	9%	8%	11%	4%	-10%	-5	-24
N#CC1=C(N)OC2=C(C(=O)CCC2)C1c1ccc2c(c1)OCO2 (stereo not given)	-4%	-9%	3%	25%	-2%	6%	2	107
CCCCn1nc(C(=O)NCC(=O)Nc2c(C)cccc2C)c2ccccc2c1=O	·	-3%	9%	12%	-16%	0%	-2	-23
COc1ccc(C(C)=O)cc1COC(=O)c1cccnc1SC	2%	-2%	-12%	-7%	-15%	-5%	-1	-17
O=C(C1CCCO1)N1CCN(C(=S)NC2CC2)CC1 (stereo not given)	-52%	0%	6%	0%	-6%	-1%	-6	9
CC(O)c1ccc(Oc2cnccn2)cc1 (stereo not given)	-12%	9%	1%	-3%	5%	3%	-2	-11

Compound	FUS suppressor	EPAC2 ag	EPAC2 antagonist	TDP-43 yeast inh	Abeta yeast res	aSyn rescue	D3 ag	D3 antag
Cc1ccc(SCC(=O)Nc2ccc3oc(-c4cccc(C)c4)nc3c2)cc1	2%	·	·	28%	-3%	·	5	·
CN(c1ccccc1)S(=O)(=O)c1cc(C(=O)N2CCN(c3ccccn3)CC2)ccc1Cl	6%	-38%[inhibitor][15.6 µM]	1%	-20%	-6%	-2%	-3	0
Cc1ccc(S(=O)(=O)N2CCCCC2)cc1NC(=O)C1CC1	3%	11%	-12%	-5%	3%	-1%	1	0
Cc1cc(C)cc(-n2ccnc2SCC(=O)Nc2nccs2)c1	-18%	1%	-5%	?	13%	-1%	-9	-21
Cc1cccc(CNC(=O)Cc2csc3ccccc23)c1	20%	·	·	?	6%	20µM*	5	·
CCOc1ccccc1N1CCN(C(=O)c2ccc3[nH]c(C)c(C)c3c2)CC1	?	7%	-27%	?	-10%	?	1	?
COc1ccc(C2C(=O)N(C3CCCCCC3)CC(=O)N2CCC2=CCCCC2)cc1 (stereo not given)	19%	·	·	4%	-1%	·	-26	·
C[C@@H]1CCCCO[C@H](CN(C)Cc2ccc3c(c2)OCO3)[C@H](C)CN([C@@H](C)CO)C(=O)c2cc(NC(=O)c3ccccc3)ccc2O1	18%	17%	-9%	12%	-4%	8%	-11	?

Compound	FUS suppressor	EPAC2 ag	EPAC2 antagonist	TDP-43 yeast inh	Abeta yeast res	aSyn rescue	D3 ag	D3 antag
COc1cc(/C=N/NC(N)=O)cc(Br)c1OCc1ccc(C)cc1	-6%	4%	1%	25%	32%	-1%	1	7
COc1cccc(CN(C)C(=O)c2cccc(S(=O)(=O)N3CCN(Cc4ccccc4)CC3)c2)c1OC	0%	10%	0%	-16%	4%	-2%	-8	-6
Cc1ccc(S(=O)(=O)CCSc2n[nH]c(=O)n2-c2ccc3c(c2)OCCO3)cc1	12%	2%	5%	0%	-2%	-1%	1	15
O=C(COC(=O)Cc1ccc(Br)cc1)Nc1ccc(Cl)cn1	13%	11%	-16%	11µM*	?	-15%	6	12
CCOC(=O)CSc1nc(-c2ccccc2)nc2ccc(C)cc12	-29%	7%	-14%	3%	0%	0%	2	20
Cc1cc(C)cc(SCc2noc(C(=O)NCC3CCCO3)c2C(=O)O)c1 (stereo not given)	-5%	4%	-13%	2%	-6%	-1%	-3	28
CCOC(=O)c1c(C)n(CC(O)c2ccccc2)c2ccc(O)cc12 (stereo not given)	3%	-2%	-6%	3%	-6%	-1%	3	7
O=C(c1ccccc1)N1CCCCCC1	0%	14%	22%	7%	-2%	2%	-1	0

Compound	FUS suppressor	EPAC2 ag	EPAC2 antagonist	TDP-43 yeast inh	Abeta yeast res	aSyn rescue	D3 ag	D3 antag
Cc1ccccc1-c1n[nH]c(=S)o1	-22%	-3%	-3%	-12%	-6%	-18%	-6	-5
O=C(Cn1cccn1)c1ccccc1	-14%	2%	2%	10%	7%	0%	3	4
Cc1nnc(N2C(=O)C(=O)/C(=C(/O)c3ccc4c(c3)OCCO4)C2c2cccc([N+](=O)[O-])c2)s1 (stereo not given)	?	-6%	9%	10%	-5%	1%	-4	8
N#Cc1ccccc1Cn1c(=O)n(-c2ccc(CC(=O)NCc3ccco3)cc2)c(=O)c2sccc21	22%	4%	3%	6%	1%	0%	0	22
CC(=O)c1cccc(NC(=O)CSc2nc3c(=O)n(C)c(=O)n(C)c3n2C)c1	-5%	·	·	20%	5%	·	8	·
COC(C[C@@H]1O[C@@H]1C(=O)[C@H](C)OCc1ccccc1)OC	-20%	6%	9%	13%	1%	0%	12	1
COc1ccc(CNC(C)C2COc3ccccc3O2)c(OC)c1 (stereo not given)	-14%	15%	15%	-24%	5%	-7%	-6	?
Cc1ccc(CNC(=S)Nc2cc(C(=O)O)ccc2C)cc1	-5%	11%	-6%	-16%	5%	0%	-4	10
CN(Cc1ccccc1)C(=O)COC(=O)CNS(=O)(=O)c1ccc2ccccc2c1	6%	2%	3%	10%	1%	-5%	-11	0
